EBV LMP1 NFkB: Epstein-Barr LMP1 NF-kappaB reporter inhibition; LMP1-induced NF-kappaB luciferase reporter cells, luminescence; actives 0.69% (n = 350,000); inhibition, % at 12.5 µM; in the data active = inhibition above about 41%;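 also: 0% = neutral control wells and 100% = reference inhibitor control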
TLR9-MyD88 inh: blocks human TLR9 binding to MyD88; Q9NR96+Q99836; AID 504734; inhibition, % at 4.98 µM; actives 0.21% (n = 340,000); CHO BLA complementation TLR9-MyD88, CCF4 FRET ratio;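 active = inhibition above the mean over all tested compounds plus 3 SD, cut at about 21% in these data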;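 also: 0% = DMSO only wells and 100% = clavulanate BLA inhibitor control wells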
SRC3 inh: inhibitors of human steroid receptor coactivator 3 (SRC3) | Q9Y6Q9 | HEK293 GAL4-SRC3 luciferase reporter, luminescence | inhibition, % at 3.6 µM | actives 0.17% (n = 360,000);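 active = inhibition above a per-campaign cutoff, the mean of all compounds plus 3 SD, cut at about 60% in these data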;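 also: 0% = DMSO-treated cells and 100% = gossypol-treated cells at 36 µM; higher means less SRC3-driven luciferase light from the GAL4 reporter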
NCOA1 inh: human NCOA1 inhibition; Q15788; inhibition, % at 3.6 µM; actives 0.12% (n = 360,000); HEK293 GAL4-SRC1 luciferase reporter, luminescence;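 active = inhibition above the campaign mean plus 3 SD, with each screening campaign given its own cutoff, cut at about 60% in these data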;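 also: 0% = DMSO treated cells and 100% = gossypol at 36 µM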
ABHD5 PLIN5 PPI: inhibitors of human ABHD5-perilipin-5 interaction | Q00G26+Q8WTS1 | inhibition, % at 4 µM | Split G. princeps luciferase complementation, luminescence, 4 h | actives 0.78% (n = 360,000);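 active = inhibition above the mean inhibition across every tested compound plus 3 SD, cut at about 22% in these data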;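 also: 0% = DMSO only wells and the 100% control is not disclosed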
MC4R barr agon: agonists of human melanocortin 4 receptor (MC4R) beta-arrestin; U2OS MC4R beta-arrestin complementation, luminescence; percent of melanotan II response, DMSO zero; AID 540308; activation, % at 8.9 µM; actives 0.98% (n = 360,000); P32245;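 active = activation above a per-plate cutoff, the mean activation of sample wells on that plate plus 3 SD, cut at about 8% in these data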
NR2F2 inh: blocks human COUP-TFII nuclear receptor; HEK293T NGFI-A luciferase reporter, luminescence; inhibition, % at 8.6 µM; actives 0.7% (n = 370,000);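 active = inhibition above a per-plate cutoff, mean inhibition of test wells between control levels plus 3 SD, cut at about 38% in these data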;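 also: cells cotransfected with COUP-TFII expression vector driving the NGFI-A reporter; 0% = median of COUP-TF2 test wells and 100% = reporter-only cells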
MC4R antag cAMP: human MC4R antagonism in cAMP assay; P32245; MC4R-expressing cells, MTII-stimulated cAMP, LANCE TR-FRET; inhibition, % at 6.5 µM; actives 0.48% (n = 360,000); AID 540295;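 active = inhibition above its plate's cutoff, the mean of tested wells on that plate plus 3 SD, cut at about 29% in these data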;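 also: 0% = Melanotan II alone and 100% = Melanotan II plus saturating MCL0020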
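Material – human MC4R-expressing U2OS cells · Repeats – no replicates · Detection – TR-FRET with Eu-cAMP and labeled anti-cAMP, 671 nm · Times – compound 30 min, challenge 1 h, detection 1 h · Compound – single nominal compound dose of 6.5 µM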
NOD2 RIPK2 PPI: blocks binding of human NOD2 to RIPK2; CHO BLA complementation NOD2-RIPK2, CCF4 ratio; inhibition, % at 4.98 µM; actives 0.38% (n = 360,000); in the data active = inhibition above about 21%;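 also: 0% = vehicle only and 100% = reference blocker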
NR5A2 inv ag: NR5A2 inverse agonism in reporter assay | O00482 | HEK293T StAR-luciferase reporter, LRH-1 transfected, 24 h | inhibition, % at 3.6 µM | actives 0.13% (n = 360,000);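 active = inhibition above the mean inhibition of all tested compounds plus 3 SD, cut at about 73% in these data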;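 also: 0% = DMSO wells and 100% = reporter-only cells lacking LRH-1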
SRC2 inh: human SRC2 (NCOA2) inhibition | Q15596 | HEK293 GAL4-SRC2 luciferase reporter, luminescence | inhibition, % at 9 µM | actives 0.17% (n = 370,000) | AID 651957;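 active = inhibition above the mean inhibition of all tested compounds plus 3 SD, set per campaign, cut at about 52% in these data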;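 also: 0% = DMSO treated cells and 100% = cells given Gossypol at 36 µM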
* hit, by the source's call; nt = not tested or not shown.

(1) COc1cc(N)c2ncccc2c1SC
(2) CCc1ccc(/C=C2\SC(=S)N(CCCC(=O)Nc3nccs3)C2=O)cc1
(3) CCOc1ccc2ncc(S(=O)(=O)c3ccc(C)cc3)c(N3CCC4(CC3)OCCO4)c2c1
(4) O=S(=O)(c1ccc(SCCOc2ccc(Br)cc2)nc1)N1CCCC1
(5) CCCc1nnc(NC(=O)Nc2ccccc2OC)s1
(6) COCCNC(=O)C1(C)CCCN(C(=O)COc2ccccc2)C1 (stereo not given)
Compound	1	2	3	4	5	6
EBV LMP1 NFkB	0	-9	3	19	-11	nt
TLR9-MyD88 inh	-1	-2	-17	-6	-10	nt
SRC3 inh	16	6	5	-9	-26	7
NCOA1 inh	6	4	-17	-9	-32	-30
ABHD5 PLIN5 PPI	-14	-3	-2	-4	2	2
MC4R barr agon	-3.9	-0.9	0.8	-1.0	-0.8	0.7
NR2F2 inh	5	-11	-1	13	-51	16
MC4R antag cAMP	-3	-5	14	11	-4	8
NOD2 RIPK2 PPI	0	6	-6	-1	-7	3
NR5A2 inv ag	37	4	7	10	-28	-2
SRC2 inh	-19	-21	-16	29	-50	-13

(7) Cc1ccc(NC(=O)CN2C(=O)NC(C)(C3CC3)C2=O)c([N+](=O)[O-])c1 (stereo not given)
(8) CCn1c(SCC(=O)Nc2ccc(S(=O)(=O)Nc3ccccn3)cc2)nnc1-c1ccncc1
(9) OCCNc1ncnc2c1ncn2Cc1ccccc1
(10) COc1ccc(CNC(=O)c2ccc(N3CCC4(CC3)CC(c3ccc(Cl)cc3)=NO4)c(NC(=O)Cc3ccc(F)cc3)c2)cc1
(11) O=C(NN=Cc1cc(Cl)ccc1[N+](=O)[O-])c1cccc2ccccc12
(12) COC(=O)c1nc2n(n1)C(c1cc(OC)ccc1OC)C(C(=O)OC1CCCCC1)=C(C)N2 (stereo not given)
Compound	7	8	9	10	11	12
EBV LMP1 NFkB	1	-1	-8	10	8	-7
TLR9-MyD88 inh	-14	3	7	-3	4	-5
SRC3 inh	-7	-2	14	-23	8	-8
NCOA1 inh	-7	3	1	-6	-15	-24
ABHD5 PLIN5 PPI	-8	3	-9	4	-4	3
MC4R barr agon	1.0	-1.4	-1.5	-1.1	11*	2.8
NR2F2 inh	-7	-2	-3	10	1	-14
MC4R antag cAMP	17	-2	-4	8	-1	11
NOD2 RIPK2 PPI	-2	2	-4	2	-3	0
NR5A2 inv ag	-34	-6	5	8	2	12
SRC2 inh	1	-4	5	-6	-3	-29

(13) CN(C(=O)COc1ncnc2sccc12)c1ccccc1
(14) COC(=O)c1c(NC(=O)c2cccs2)sc2c1CCCC2
(15) O=C(Nc1ccc(C(=O)O)cc1)/C(=C\c1ccco1)NC(=O)c1ccco1
(16) O/N=C1\CCC\C1=C/c1ccco1
(17) CCCCN(CC)C(=O)c1ccc2c(c1)OCO2
(18) O=C(O)CCc1ccc(-c2ccc(Cl)cc2)o1
Compound	13	14	15	16	17	18
EBV LMP1 NFkB	-1	-26	-3	-18	-7	11
TLR9-MyD88 inh	-5	5	-7	-1	0	-15
SRC3 inh	3	-53	3	-12	11	-17
NCOA1 inh	12	-37	2	-4	-2	-2
ABHD5 PLIN5 PPI	0	6	10	-2	-1	43*
MC4R barr agon	-0.4	-0.3	-1.1	2.2	-1.3	1.4
NR2F2 inh	-7	-10	-3	3	20	-1
MC4R antag cAMP	2	0	-6	0	10	-1
NOD2 RIPK2 PPI	-8	-9	1	-10	2	5
NR5A2 inv ag	-11	8	-5	-2	-13	-2
SRC2 inh	-12	1	2	-10	-17	-11

(19) COc1ccc(C(=O)COC(=O)CCCn2c(=O)oc3ccccc32)cc1
(20) CC(=O)Nc1ccc(S(=O)(=O)N(C2=NCC(C)S2)c2ccccc2)cc1 (stereo not given)
(21) COc1ccccc1CNC(=O)CSc1ccc(C(=O)Nc2ccccc2OC)cc1[N+](=O)[O-]
(22) Cc1sc(NC(=O)CSc2nnnn2C(C)C)c(C#N)c1C
(23) COc1cccc(CNC(=O)Cn2cc3c(n2)CCCC3)c1
(24) Cc1ccc(NC(=O)C(C)OC(=O)COc2cccc(C(F)(F)F)c2)cc1S(=O)(=O)N1CCOCC1 (stereo not given)
Compound	19	20	21	22	23	24
EBV LMP1 NFkB	7	-16	1	-3	-7	-8
TLR9-MyD88 inh	-5	2	-15	-5	-5	-4
SRC3 inh	-13	6	12	22	14	-7
NCOA1 inh	-5	-4	2	-8	-7	8
ABHD5 PLIN5 PPI	9	-1	0	0	3	6
MC4R barr agon	-0.5	0.1	-1.8	1.8	-2.0	0.1
NR2F2 inh	-4	nt	-8	-2	0	1
MC4R antag cAMP	-5	12	16	1	-5	9
NOD2 RIPK2 PPI	-12	-1	-15	-4	-5	-4
NR5A2 inv ag	-20	12	6	9	-11	18
SRC2 inh	6	nt	29	35	-29	-37

(25) COC(=O)c1cn(NC(=O)c2cccc(N(C)C)c2)c(=O)c2ccccc12
(26) CC1(C)CC(=O)CC(=NCC(=O)O)C1
(27) CSc1ccc(-c2sc(Nc3cccc4ccccc34)n[n+]2-c2ccccc2)cc1
(28) CNc1ccc(-c2ccccc2OC)cn1
(29) Cn1cc(SCC(=O)NC2CCCCC2)c2ccccc21
(30) CC(=O)c1cccc(NC(=O)C2Cc3c(-c4ccccc4Oc4ccccc4)ccnc3O2)c1 (stereo not given)
Compound	25	26	27	28	29	30
EBV LMP1 NFkB	-4	3	-6	nt	2	nt
TLR9-MyD88 inh	-6	2	-11	nt	-1	nt
SRC3 inh	6	7	-75	-23	-4	-5
NCOA1 inh	-10	-3	-45	-2	-14	21
ABHD5 PLIN5 PPI	-2	5	-48	2	-2	6
MC4R barr agon	4.5	1.9	5.1	2.2	-0.5	-0.9
NR2F2 inh	7	-17	8	0	-8	41*
MC4R antag cAMP	-4	8	-2	4	5	2
NOD2 RIPK2 PPI	1	5	-11	-1	4	-8
NR5A2 inv ag	6	6	-47	-19	-11	35
SRC2 inh	-10	-19	-23	-11	20	4

(31) Cc1onc(-c2c(F)cccc2Cl)c1C(O)c1ccc(F)cc1 (stereo not given)
(32) COc1ccc(CNC(=O)CCn2nc(C)c3c(C)n(-c4ccccc4)nc3c2=O)c(OC)c1
(33) COc1ccc(C(=O)NC(=S)NCc2ccccc2)cc1
(34) CCCCn1c(NCCC)nc2c1c(=O)[nH]c(=O)n2C
(35) O=C(CSc1ncc(C(F)(F)F)cc1Cl)N1CCN(S(=O)(=O)c2ccccc2)CC1
(36) Cc1ccc(F)c(NC(=O)C2CCCCC2C(=O)O)c1 (stereo not given)
Compound	31	32	33	34	35	36
EBV LMP1 NFkB	nt	3	-1	-2	-3	5
TLR9-MyD88 inh	nt	-2	-8	1	-9	11
SRC3 inh	2	-30	-4	-12	19	-35
NCOA1 inh	6	-17	-6	-2	-3	-95
ABHD5 PLIN5 PPI	6	1	-4	4	4	-6
MC4R barr agon	-0.3	-1.2	-0.5	0.0	-0.8	0.5
NR2F2 inh	-8	16	8	1	20	6
MC4R antag cAMP	-6	-4	10	4	11	3
NOD2 RIPK2 PPI	-17	3	-1	-2	3	5
NR5A2 inv ag	-3	-1	1	8	4	-103
SRC2 inh	-13	-15	-25	-3	-29	6

(37) CCc1nnc(N2C(=O)c3ccc(Oc4ccc([N+](=O)[O-])cc4)cc3C2=O)s1
(38) COC(=O)c1sc(NC(=O)c2oc3ccccc3c2C)nc1C
(39) COc1ccc(-c2csc(NC(=O)CN3C(=O)C4CCCCC4C3=O)n2)cc1OC (stereo not given)
(40) Cc1ccc(NC(=S)N2CCCCCC2)c(C)c1
(41) Cc1cc(NC(=O)c2cncc(Br)c2)n(-c2ccccn2)n1
(42) CCO/C(C)=C1\N=C(c2ccc(Cl)cc2)OC1=O
Compound	37	38	39	40	41	42
EBV LMP1 NFkB	2	9	5	-3	9	3
TLR9-MyD88 inh	6	-1	7	0	8	-2
SRC3 inh	11	-66	-7	-14	0	-3
NCOA1 inh	-38	-62	0	-14	0	-12
ABHD5 PLIN5 PPI	0	-1	5	4	2	5
MC4R barr agon	-1.3	0.2	-2.8	-0.2	-1.8	-0.4
NR2F2 inh	4	-19	16	0	21	-6
MC4R antag cAMP	-1	0	1	9	2	1
NOD2 RIPK2 PPI	-6	-4	0	-19	3	8
NR5A2 inv ag	-1	-62	15	7	9	13
SRC2 inh	0	-35	-19	12	-36	-39

(43) COc1c(F)c(F)c(C(=O)Nc2ccccc2N2CCN(C(C)=O)CC2)c(F)c1F
(44) CCn1c(O)c(C=NCCN2CCOCC2)sc1=S
(45) Cc1ccccc1NC(=O)c1cc(S(=O)(=O)N2CCCCC2)ccc1N1CCOCC1
(46) Oc1ccc(/C=N/N(c2ccccc2)c2ccccc2)cc1O
(47) CN(Cc1nccn1C)C(=O)CC1C(=O)NCCN1Cc1cccc(Oc2ccccc2)c1 (stereo not given)
(48) O=c1[nH]cnc(O)c1C(c1ccc([N+](=O)[O-])cc1)c1c(O)nc[nH]c1=O
Compound	43	44	45	46	47	48
EBV LMP1 NFkB	-5	5	-9	-3	1	4
TLR9-MyD88 inh	-2	-3	-2	12	-7	-10
SRC3 inh	-1	17	-6	8	21	-5
NCOA1 inh	-28	-13	-6	-2	2	5
ABHD5 PLIN5 PPI	-7	4	-4	-8	-2	8
MC4R barr agon	-1.9	-1.2	-1.6	4.7	1.0	-0.9
NR2F2 inh	-7	4	-9	15	-4	13
MC4R antag cAMP	6	4	9	2	17	12
NOD2 RIPK2 PPI	-4	-12	-1	1	-6	10
NR5A2 inv ag	24	6	-8	24	17	-18
SRC2 inh	-24	17	-4	18	-4	1

Assay outcomes from PubChem BioAssay.

Not all compounds are listed, so the mix of outcomes need not match the whole.
